Vif-APOBEC3G blk = Vif-A3G binding inhibition; Q9HC16; HeLa A3G-eYFP + Vif (tagged APOBEC3G with the HIV-1 protein that degrades it), YFP fluorescence, overnight; actives 0.076% (n = 410,000); Potency, µM (top dose mostly 46.1 µM), without a hit: top-dose activity, negative = active, most hits filed as inhibitors; AID 602310;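 further: potency means the concentration at half of the fitted maximal effect; on the % scale 0 is the no-effect control and ±100 the full control effect; nearly all actives have a fitted effect of over 60% in size; hits raise eYFP signal because A3G escapes Vif-driven loss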
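Read-out is eYFP fluorescence (Ex 488/Em 500-530) from Vif-expressing HeLa A3G-eYFP cells; more signal means A3G escaped Vif-mediated degradation. Cells plated overnight, compound pinned in, incubated overnight at 37 deg C.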
D2 ag = D2 dopamine receptor (human) agonism. activation, % at 2 µM. P14416. HEK293 T-REx D2 cells, calcium flux agonist mode. AID 485358. actives 0.53% (n = 340,000);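 active means activation over 3 SD above normal in the single-dose calcium agonist read, cut at about 30% in these data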; further: 0% is about no effect
Target sequence (P14416 whole entry, looked up): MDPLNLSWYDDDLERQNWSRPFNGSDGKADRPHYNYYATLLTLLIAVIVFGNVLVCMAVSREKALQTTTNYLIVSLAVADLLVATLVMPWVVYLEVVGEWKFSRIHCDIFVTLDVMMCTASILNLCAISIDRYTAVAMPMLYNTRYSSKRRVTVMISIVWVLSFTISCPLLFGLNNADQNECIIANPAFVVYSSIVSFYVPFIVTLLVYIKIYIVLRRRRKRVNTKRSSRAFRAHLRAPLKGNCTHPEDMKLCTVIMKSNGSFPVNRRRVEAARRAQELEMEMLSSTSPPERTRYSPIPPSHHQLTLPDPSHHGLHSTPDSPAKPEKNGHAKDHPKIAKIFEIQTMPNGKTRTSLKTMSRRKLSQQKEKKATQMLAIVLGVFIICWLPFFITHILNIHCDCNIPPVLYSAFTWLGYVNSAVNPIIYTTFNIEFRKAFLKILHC
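Calcium-flux readout, 1 cycle/sec over 180 s following compound pin transfer, in inducible HEK293 Trex D2 cells (force-coupled); dopamine controls included. Positive calcium responses during this window marked compounds as potential agonists.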
LDHA block = inhibitors of human lactate dehydrogenase A; purified LDHA, NADH/diaphorase-resazurin fluorescence; active compounds read low; activity change, % (values are at about 110 or 230 µM); actives 0.15% (n = 480,000); AID 1347041; in the data active means activity change below about -30%; inconclusive means mostly about -25% to -30%;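 further: plate controls were DMSO wells for no effect and wells without enzyme for full effect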
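Resorufin fluorescence (ex540/em590), read at 0 and 20 min after diaphorase/resazurin addition, reports the NADH left after a 5 min room-temperature reaction of 2 nM human LDH5 with 0.06 mM NADH and 0.2 mM pyruvate.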
Vif-APOBEC3F blk = inhibitors of Vif-A3F interaction. Potency, µM (doses to about 46.1 µM), for the others: at the top dose activity, negative = active. HeLa A3F-eYFP + Vif (tagged APOBEC3F with the HIV-1 protein that degrades it), YFP fluorescence increase. actives 0.2% (n = 390,000); further: potency means the concentration at half of the fitted maximal effect; % of control where 0% means no effect; nearly all actives have a fitted effect of over 65% in size
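Fluorescence increase (Ex 488/Em 500-530) after overnight compound treatment at 37 deg C flags inhibition of Vif-driven A3F-eYFP loss in stable HeLa A3F-eYFP/Vif cells seeded overnight beforehand.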
RGS4 inhibitor = inhibitors of human regulator of G protein signaling 4. P49798. Potency, µM (doses to about 114 µM), for inactives: top-dose activity change, negative = inhibition, actives largely listed as inhibitors. actives 0.039% (n = 390,000). Transcreener GDP fluorescence polarization, RGS4-accelerated GTP hydrolysis; further: potency means the concentration at half of the fitted maximal effect; on the % scale 0 is the no-effect control and ±100 the full control effect; nearly all actives have a fitted effect of over 75% in size; some results filed as inactive show a strong effect at the top dose
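MLSMR compounds (23 nl, pin-transferred) preincubated 10 min at room temperature with a 500nM (2x) first reagent, then RGS4 at 900nM (2x) plus Transcreener GDP mix added; fluorescence polarization (620/688 nm) read before and after 90 min at 30 °C.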
GRP78 ERSR act = inducers of ER stress response in human glioma cells; U87-MG GRP78 promoter luciferase reporter, 16 h; Potency, µM, without a hit: at the highest dose activation, most hits filed as activators; actives 0.02% (n = 420,000); AID 602332; further: potency means the concentration at half of the fitted maximal effect; series mostly up to about 76 µM; % of control where 0% means no effect; nearly all actives have a fitted effect of over 35% in size
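Stably transfected U87-MG human glioma cells carrying a GRP78-based luminescent sensor were seeded at 1000 cells/well, pin-dosed with compounds and incubated 16 h. Luciferase reagent was then added, and end-point luminescence was read after 10 min at room temperature.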
12-LOX inh = ALOX12 (human) lipoxygenase inhibition; P18054; purified 12hLO, xylenol orange hydroperoxide absorbance; Potency, µM (doses to about 108 µM), for the others: at the highest dose activity change, negative = inhibition, hits mostly inhibitors; actives 1.1% (n = 580,000); AID 1671190; further: potency means the concentration at half of the fitted maximal effect; on the % scale 0 is the no-effect control and ±100 the full control effect
Target sequence (P18054 whole entry, looked up): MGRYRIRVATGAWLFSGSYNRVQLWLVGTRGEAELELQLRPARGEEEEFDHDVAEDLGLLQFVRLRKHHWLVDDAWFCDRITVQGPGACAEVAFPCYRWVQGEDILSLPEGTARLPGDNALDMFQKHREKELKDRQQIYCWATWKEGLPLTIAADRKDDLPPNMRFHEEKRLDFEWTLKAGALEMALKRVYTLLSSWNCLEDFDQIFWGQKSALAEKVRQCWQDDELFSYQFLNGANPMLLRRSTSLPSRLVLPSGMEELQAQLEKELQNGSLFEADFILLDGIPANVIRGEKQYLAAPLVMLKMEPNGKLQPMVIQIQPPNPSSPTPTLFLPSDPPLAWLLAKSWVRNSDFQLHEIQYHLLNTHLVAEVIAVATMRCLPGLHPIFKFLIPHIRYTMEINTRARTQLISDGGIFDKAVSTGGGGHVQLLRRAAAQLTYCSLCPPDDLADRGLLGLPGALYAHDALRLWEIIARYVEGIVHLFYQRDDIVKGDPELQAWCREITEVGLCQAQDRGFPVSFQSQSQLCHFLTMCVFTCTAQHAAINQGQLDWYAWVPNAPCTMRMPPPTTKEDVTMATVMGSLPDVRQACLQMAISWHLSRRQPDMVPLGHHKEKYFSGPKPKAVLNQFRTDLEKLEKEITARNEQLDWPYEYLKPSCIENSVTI
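Purified human 12hLO (150 nM final) in 25 mM Hepes, 0.01% Triton X-100, pH 7.0 was preincubated 15 min at room temperature with compound. Then 40 uM arachidonic acid was added, 30 min. Hydroperoxide was read by Fe-XO absorbance ratio 573/405 nm.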
D2 antag = antagonists of human D2 dopamine receptor | P14416 | HEK293 TREx D2 cells, calcium flux, dopamine EC80 | inhibition, % at 10 µM | actives 2% (n = 340,000); in the data active means inhibition above about 30%; further: 0% is about no effect
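Antagonism is scored as inhibition of an EC80 dopamine-evoked calcium signal in a force-coupled, tetracycline-inducible HEK293 T-REx D2 line, with compound present 180 s before agonist.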
ERG-DNA inh = blocks human ERG Ets domain binding to DNA; actives 0.028% (n = 370,000); Potency, µM (highest dose often 76.9 µM), for the others: at the top dose FP activity, negative = inhibition, most hits filed as inhibitors; fluorescence polarization, His-ERG Ets domain / labelled DNA; AID 624246; active means well fitted inhibition curve with a large enough effect in the polarisation, with a control signal flat; inconclusive means small, poorly fitted or top-dose-only effect, or effect the other way, or a change in a side signal; inactive means no such curve, though single readings can be large or run the other way; the % refers to the polarisation;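 further: polarization taken with two DNA probes labelled with fluorescein and Texas red; potency means the concentration at half of the fitted maximal effect; % of control where 0% means no effect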
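His-tagged ERG Ets domain (1 uM in the protein solution; 300mM KCl, 50mM Tris-HCl, 1mM EDTA, 1mM DTT, pH 7.5) received compound, then a probe mix of 5 nM fluorescein-DNA and 100nM Texas-615-DNA. Fluorescence polarization was read for both dyes.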
An asterisk follows results filed as active; ? = inconclusive; . = no result given; & = joins results of further samples; [ ] = dose if it differs, or a comment. Unless noted, the call rests on the fitted dose curve; in most records, active means well fitted curve in the direction sought with a large enough effect; inconclusive means small, poorly fitted or top-dose-only effect, or another doubt; inactive means no such curve, though single readings can be large; an effect the other way counts as inactive or inconclusive.

Below each compound: Vif-APOBEC3G blk	D2 ag	LDHA block	Vif-APOBEC3F blk	RGS4 inhibitor	GRP78 ERSR act	12-LOX inh	D2 antag	ERG-DNA inh
COc1ccccc1N1CCN(S(=O)(=O)c2c(C)[nH]c(C)c2C(=O)N2CCCCC2)CC1
    2%	0.6	-1	-4%	-7%	2%	15%	4	-6%
O=C(NNC(=O)c1cccs1)c1ccccn1
    -10%	.	3	-7%	.	1%	12%	.	.
O=C(Oc1cccc2ccccc12)c1ccncc1
    0%	-0.1	-9	0%	12%	3%	-16%	34*	-12%
O=C(Oc1cccc(Br)c1)c1cccnc1
    0%	0.7	-1	5%	-2%[11.4 µM]	-2%	0%	19	-4%
CC(=O)c1cccc(NC(=O)C2CCN(C(=O)c3ccc([N+](=O)[O-])cc3)CC2)c1
    0%	5.7	-5	0%	10%	-1%	-4%	7	-2%
C=CCn1c(NC(=O)c2ccco2)nc2ccccc21
    -9%	0.4	0	-4%	14%	-3%	0%	8	6%
COC(=O)C1=CC(C(=O)c2cccs2)=NN(c2ccc(OC)cc2)C1C(=O)OC (configuration not stated)
    -9%	1.6	-3	5%	13%	3%	1%	-3	-22%
CCOC(=O)CSc1nnc(CSc2nc(N)c3c(C)c(C)sc3n2)n1-c1ccccc1
    -1%	-0.3	3	0%	-25%	-3%	-25%	4	0%
CC(=O)c1ccc(S(=O)(=O)N(C)CCCC(=O)N(C)Cc2ccccc2F)cc1
    1%	4.5	-8	1%	11%	-3%	-18%	-25	-1%
Cc1ccc(SCC(=O)Nc2ccc(N3CCN(C)CC3)c(F)c2)c(C)c1
    -4%	5.4	-1	0%	-7%	-4%	-18%	3	-9%
Cc1cccc(/C=C(\C#N)c2nc3ccccc3c(=O)[nH]2)c1
    3%	-0.6	-7	2%	-13%	-5%	-15%	.	2%
O=S(=O)(c1ccc2nc(SCc3ccc(Cl)cc3)[nH]c2c1)N1CCOCC1
    -1%	0.8	-5	-14%	8%	0%	?	9	4%
CCOc1ncccc1C(=O)OC(C)C(=O)Nc1ccc(CC)cc1 (configuration not stated)
    3%	-0.5	0	-7%	-21%	-3%	0%	3	-2%
CN1CCC(=O)N(CCSc2ccc(Br)cc2)CC1
    1%&0%	-0.5	0	1%	-10%&21%	0%&-1%	-5%	53*	-6%
COc1ccc(-c2noc(CSc3nc(N)c(-c4ccccc4)c(=O)[nH]3)n2)cc1
    -9%	1.9	-7	-4%	-25%	-3%	-11%	15	5%
Cc1ccc(C(=O)Oc2ccc([N+](=O)[O-])cc2)cc1S(=O)(=O)N1CCCCCC1
    -3%	0.8	-8	0%	-8%	0%	0%	0	.
CC1(C)OC(C)(C)/C(=C\c2ccccc2[N+](=O)[O-])C1=O
    -2%	-0.2	2	-10%	-31%	-3%	.	-1	15%
COc1ccccc1CCC(=O)N1CCN(S(=O)(=O)c2cccc(F)c2)CC1
    -4%	-0.1	-1	1%	10%	-1%	0%	5	2%
COc1cccc(C2c3c(oc4ccc(C)cc4c3=O)C(=O)N2CCCN2CCOCC2)c1OC (configuration not stated)
    4%	2.5	2	-4%	-30%	-4%	?	.	0%
O=S(=O)(c1cccs1)N1CCC(CO)(Cc2cccc(F)c2)CC1
    -2%	1.3	-3	-7%	16%	-2%	-1%	-4	5%
CC(C)c1nc2c(s1)CCc1onc(-c3ccc(Cl)cc3)c1-2
    -8%	-0.9	7	-1%	6%	-3%	17%	-6	5%
COc1cccc(C(=O)CSc2nnc(-c3ccco3)n2CC2CCCO2)c1 (configuration not stated)
    -1%	1.1	-12	5%	3%	-5%	110%[activator][57.4 µM]	-22	1%
CN(Cc1ccccc1)C(=O)COC(=O)CCC(=O)c1ccc(F)cc1
    -4%	.	-3	-14%	-10%	-2%	-28%	.	-8%
O=C(O)c1cc(S(=O)(=O)N2CCOCC2)ccc1N1CCCCC1
    -1%	0.2	-7	-18%	20%	-4%	-17%	-10	4%
COc1ccc2nc(/C=N/NC(=O)[C@H](CCSC)NC(=O)OC(C)(C)C)ccc2c1
    -4%	-0.5	-1	-4%	9%	1%	-22%	-2	-1%
Cc1cc(CN(C)C(=O)CC2C(=O)NCCN2Cc2ccc(-c3ccccc3)cc2)on1 (configuration not stated)
    0%	-0.6	1	-8%	6%	-1%	47%[activator]	0	2%
N#Cc1c(NC(=O)COC(=O)C2CC3C=CC2C3)oc(-c2ccccc2)c1-c1ccccc1 (configuration not stated)
    -6%	0.0	0	-3%	1%[11.4 µM]	-5%	-9%	5	-1%
Cc1ccc(-c2nc(CS(=O)(=O)CC(=O)NCc3ccc4c(c3)OCO4)c(C)o2)cc1
    -1%	-1.6	0	0%	-11%	1%	-15%	-20	-4%
O=C(CC1CCCC1)N1CCN(S(=O)(=O)c2c(F)cccc2F)CC1
    -2%	.	-1	-6%	.	-4%	?	.	.
O=C(Nc1cccc([N+](=O)[O-])c1)c1ccc2nc(N3C(=O)CCC3=O)sc2c1
    2%	-0.2	0	1%	?	-2%	-18%	-12	5%
COCCCn1c(=O)/c(=C\c2cccc(OC)c2OC)s/c1=C(/C#N)C(=O)Nc1ccc(C(=O)O)cc1
    -21%	-0.9	-3	?	3%[11.4 µM]	8%	-17%	14	12%
Cc1cc(C)c(NC(=O)CO/N=C2\CCCc3nonc32)c(C)c1
    -2%	0.1	-1	10%	-16%	-1%	0%	4	-9%
Cc1ccc(NC(=O)Cc2nnc(SCC(=O)NC3CCCC3)n2C)cc1C
    3%	-1.4	-1	-2%	-3%	1%	18%	31*	3%
CCNC(=O)NC(=O)C(C)Oc1ccc(C(=O)OC)cc1 (configuration not stated)
    1%	0.0	-3	4%	-8%	0%	436%[activator]	5	1%
CN(Cc1ccc(Cl)s1)C(=O)CSc1nnc(C2CC2)n1C1CC1
    -9%	-0.4	-4	-3%	-4%	-4%	439%[activator]	22	-6%
Cc1csc(NC(=O)C2CCCO2)n1 (configuration not stated)
    -3%	0.7	-11	-1%	-17%	1%	0%	-7	4%
O=C(Nc1cccc(C(=O)O)c1)/C(=C\c1ccccc1)NC(=O)c1ccccc1
    2%	0.2	-7	9%	-5%	-2%	-7%	-14	-7%
COc1cc(C2C(C(=O)Nc3ccccc3OC)=C(C)Nc3ncnn32)ccc1O (configuration not stated)
    -3%	0.4	6	-6%	-15%	0%	-7%	14	-4%
O=C1COc2ccc(C(=O)COC(=O)c3cc(S(=O)(=O)NCc4ccccc4)ccc3O)cc2N1
    -12%	-0.6	-6	-11%	20%	-7%	-12%	12	18%
CCn1c(/C=C2/C(=O)N(C)c3ccccc32)nc2ccccc2c1=O
    -11%	-1.9	-5	3%	20%[11.4 µM]	-3%	-19%	-43	-7%
CCOC(=O)C1CCN(C(=O)Cn2cc(C(=O)c3ccco3)c3ccccc32)CC1
    2%	0.0	-2	3%	-18%	-3%	12%	-13	0%
CCN1CCN(C(=O)NS(=O)(=O)c2ccc(C)cc2)CC1
    -1%	1.0	-1	0%	20%	1%	0%	20	-10%
COC(=O)c1ccc2nc(-c3ccc(OC)c(OC)c3)c(Cc3ccccc3OC)n2c1
    -19%	.	-1	.	.	0%	0%	.	.
Cc1ccc(C)c(NC(=O)c2ccc3nccnc3c2)c1
    -1%	-0.8	-4	16%	8%	1%	-8%	5	2%
COC(=O)n1c(SC)nc2ccccc21
    -1%	.	4	-7%	-10%[11.4 µM]	-5%	2%	.	-3%
Cc1ccc(OCC(=O)Nc2nnc(S(=O)(=O)N3CCCCCC3)s2)cc1
    5%&0%	0.5&-0.5	-7&-8	0%&-4%	-11%&-27%	1%&-3%	-1%[57.4 µM]	6	-1%&-1%
CCCn1c(=N)c(C(=O)NCc2ccccc2)cc2c(=O)n3cccc(C)c3nc21
    -5%	-1.0	-2	-5%	2%	-6%	6%	.	1%
O=C(O)c1cc(S(=O)(=O)Nc2ccc3oc(=O)sc3c2)ccc1O
    2%	-0.1	?	-1%	?	-6%	?	6	-6%
CCOC(=O)CN(Cc1sccc1C)C(=O)Nc1ccc(OC)cc1OC
    2%	0.3	-9	2%	-12%	5%	-8%	-10	.
Cc1ccc(NC(=O)c2oc3ccc4c(c3c2C)C(=O)CC(C)(C)O4)c(C)c1
    0%	-0.4	0	-1%	3%	1%	-3%	.	-5%

The list continues.
Below each compound: Vif-APOBEC3G blk	D2 ag	LDHA block	Vif-APOBEC3F blk	RGS4 inhibitor	GRP78 ERSR act	12-LOX inh	D2 antag	ERG-DNA inh
Cn1c(Cn2c(=O)sc3ccccc32)nnc1SCC(=O)Nc1ccc(Cl)cc1
    2%	-0.5	-2	-2%	1%	-7%	417%[activator]	-9	7%
O=C1c2ccc(-c3nc4ccccc4o3)cc2C(=O)N1Cc1cccnc1
    2%	.	-4&0	-2%	1%	-1%	-16%&2%	.	.
O=C(Nc1cc(=O)[nH]c2ncnn12)c1ccccc1Cl
    0%	-0.4	-10	-4%	29%	0%	-5%	8	3%
CC(=O)Nc1ccc(OC(=O)CC2SC(=O)NC2=O)cc1 (configuration not stated)
    2%	0.4	-7	-2%	-9%	-6%	0%	7	-4%

Bioassay records: PubChem, National Center for Advancing Translational Sciences (NCATS)

The list is partial, so the mix of outcomes need not match the whole.
